From PubChem
NTMT1 inh = blocks human N-terminal methyltransferase 1 activity. Q9BV86. NTMT1 MTase-Glo SAH luminescence, purified enzyme. Potency, µM (top dose mostly 114 µM), inactives show at the top dose activity change, negative = inhibition, usual class: inhibitors. 2.5% of 59,000 active. AID 1645870;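 further: potency means the concentration at half of the fitted maximal effect; plate controls were DMSO vehicle for no effect and no enzyme for full effect; nearly all actives have a fitted effect of over 65% in size; many of its hits are not listed in these tables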
Target sequence (Q9BV86 whole entry, looked up): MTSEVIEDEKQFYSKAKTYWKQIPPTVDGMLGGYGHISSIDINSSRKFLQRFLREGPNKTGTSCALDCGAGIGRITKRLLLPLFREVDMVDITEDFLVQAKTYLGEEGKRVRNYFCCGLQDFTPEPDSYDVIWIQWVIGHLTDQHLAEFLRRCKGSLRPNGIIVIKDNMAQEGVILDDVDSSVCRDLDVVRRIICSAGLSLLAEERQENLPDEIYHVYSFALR
GALK inhibitor = inhibits human galactokinase; Potency, µM (titrated, usually from 57.5 µM), inactives show at the highest dose activity, negative = inhibition, usual class: inhibitors; 44,000 tested, under 10 active; AID 1347072; recombinant GALK, Kinase-Glo ATP luminescence, 1 h;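 further: plate controls were full GALK reaction for no effect and reaction lacking GALK for full effect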
Target sequence (P51570 whole entry, looked up): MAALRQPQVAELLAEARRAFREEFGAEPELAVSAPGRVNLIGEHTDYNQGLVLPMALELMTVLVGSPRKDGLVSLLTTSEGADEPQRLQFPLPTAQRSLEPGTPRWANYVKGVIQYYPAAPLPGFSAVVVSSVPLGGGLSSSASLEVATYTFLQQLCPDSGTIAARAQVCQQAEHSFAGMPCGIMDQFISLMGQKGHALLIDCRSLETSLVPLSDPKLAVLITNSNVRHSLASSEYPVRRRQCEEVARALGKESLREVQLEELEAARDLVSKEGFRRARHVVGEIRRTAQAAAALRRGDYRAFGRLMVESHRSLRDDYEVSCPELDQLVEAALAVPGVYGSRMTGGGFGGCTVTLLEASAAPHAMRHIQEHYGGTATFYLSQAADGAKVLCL
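Luminescent ATP-depletion readout (Kinase-Glo Plus, 10 min) after 1 h RT reaction of 5 nM GALK, 35 uM ATP, 100 uM galactose, pH 8.0 HEPES buffer. Decreased kinase activity scored as inhibition.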
B2AR arrestin ag = beta-arrestin recruitment by human beta2-adrenergic receptor ligands; HTLA Tango cells, beta-arrestin recruitment, luciferase luminescence, 18 h; Potency, µM (highest dose often 46.1 µM), inactives show at the highest dose activation, hits mostly activators; P07550; 44,000 tested, under 10 active;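 further: potency means the concentration at half of the fitted maximal effect; 0% = DMSO and full agonism = EC100 isoproterenol or metaproterenol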
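Tango cells expressing recombinant beta2-AR and beta-arrestin were treated with compounds (up to 46 microM titration) in DMEM with 1% FBS for 18 hr at 37 degrees C. Beta-arrestin recruitment drove tTA-dependent luciferase, read by luminescence; curves were fitted and classed.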
p53null 39C tox = p53 null cell cytotoxicity, nonpermissive temperature. H1299 p53-null (neo) cells, 39C, ATPlite viability, 24 h. Potency, µM (series often up to 46.1 µM), for inactives: at the top dose activity, negative = cell killing, most hits filed as cytotoxic. 0.97% of 55,000 active;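 further: potency means the concentration at half of the fitted maximal effect; 0% = DMSO only and -100% = full killing by 100 µM tamoxifen; nearly all actives have a fitted effect of over 50% in size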
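ATP-luminescence viability readout (ATPlite, 20 min RT) after 24 hr compound treatment at 39C of H1299-neo or H1299-p53A138V cells; titration up to 46 uM; normalized to DMSO and 100 uM tamoxifen; Hill-fit AC50.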
TSG101-PTAP inh = TSG101-PTAP interaction inhibition, HIV-1 budding; Potency, µM (highest dose often 115 µM), inactives show at the highest dose activity change, negative = inhibition, usual class: inhibitors; Q99816; 44,000 tested, under 10 active; Fluorescence polarization, FITC-PTAP peptide/Tsg101, 20 min; further: potency means the concentration at half of the fitted maximal effect; 0% is about no effect
Target sequence (Q99816 whole entry, looked up): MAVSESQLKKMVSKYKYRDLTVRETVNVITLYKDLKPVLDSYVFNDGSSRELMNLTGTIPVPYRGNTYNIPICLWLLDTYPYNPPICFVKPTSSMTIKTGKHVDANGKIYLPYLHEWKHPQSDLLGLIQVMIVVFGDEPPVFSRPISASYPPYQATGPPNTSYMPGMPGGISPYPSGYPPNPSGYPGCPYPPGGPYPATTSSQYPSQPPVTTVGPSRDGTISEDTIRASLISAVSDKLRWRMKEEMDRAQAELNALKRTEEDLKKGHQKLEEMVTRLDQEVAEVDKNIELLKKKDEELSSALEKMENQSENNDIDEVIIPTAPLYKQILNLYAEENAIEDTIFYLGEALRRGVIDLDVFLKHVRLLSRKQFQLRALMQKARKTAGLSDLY
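Steps: Tsg101 binding domain (10 uM final) in HEPES pH 7.5/NaCl/Tween 20/EDTA/TCEP; add compound; add FITC-PTAP peptide (50 nM final); incubate 20 min r.t.; read polarization.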
FH mod = Identification of activators of human fumarate hydratase by quantitative high-throughput screening; FH coupled MDH/diaphorase resazurin fluorescence, 15 min; Potency, µM (titrated, usually from 79.9 µM), for the others: top-dose activity change, negative = inhibition, hits mostly inhibitors; 0.22% of 54,000 active; AID 1347055, 2019; further: potency means the concentration at half of the fitted maximal effect; on the % scale 0 is the no-effect control and ±100 the full control effect; the screen sought activators but most active calls are inhibition curves; nearly all actives have a fitted effect of over 45% in size
p53null 32C tox = kills p53 null cells at the permissive temperature. Potency, µM (series often up to 46.1 µM), for the others: at the highest dose activity change, negative = cytotoxicity, usual class: cytotoxic. 0.62% of 55,000 active. AID 903. H1299-neo p53 null cells, ATP luminescence, 24 h, 32C;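 further: potency means the concentration at half of the fitted maximal effect; 0% = DMSO only and -100% = full killing by 100 µM tamoxifen; nearly all actives have a fitted effect of over 55% in size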
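H1299-neo, 600 cells/well; overnight 37C; cpd up to 46 uM, 24 h at 32C; ATPlite luminescence after 20 min RT; normalized to DMSO (0%) and tamoxifen 100 uM (100% kill); Hill-fit AC50.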
* = called active by the depositor; u = inconclusive; x = not tested or not shown; [ ] = remark or other dose. The call rests on the fitted dose curve; in most records, active means well fitted curve in the direction sought with a large enough effect; inconclusive means small, poorly fitted or top-dose-only effect, or another doubt; inactive means no such curve, though single readings can be large; an effect the other way counts as inactive or inconclusive. An excerpt. The share of hits here may be higher or lower than overall.

SMILES	NTMT1 inh	GALK inhibitor	B2AR arrestin ag	p53null 39C tox	TSG101-PTAP inh	FH mod	p53null 32C tox
CCC(=O)N1CCc2cc(Br)cc(S(=O)(=O)N3CCCC(C(=O)Nc4ccc(C)c(F)c4)C3)c21 (centres undefined)	1%	2%	1%	2%	8%	-13%	-2%
COc1ccc(Nc2ncnc3c2nc2n3CCCC2)cc1Cl	u	-9%	0%	-24%	-2%	-3%	-29%
COc1ccccc1NC(=O)c1ccc(CN2C(=O)C(C)=C(c3ccc(C)c(C)c3)S2(=O)=O)cc1	0%	1%	-1%	-3%	0%	-7%	0%
CCOC(=O)C1=C(CN(CC)Cc2ccccc2)NC(=O)NC1c1ccc(OC)cc1 (centres undefined)	15%	-7%	0%	1%	-7%	-6%	-1%
CCn1cc(C(=O)N(C)c2ccc(C(C)C)cc2)c2cc(OC)c(OC)cc2c1=O	u	-3%	1%	-4%	0%	-5%	7%
CC(C)OCCCNC(=O)c1cn(C)c2ccc(S(=O)(=O)N(C)C3CCCCC3)cc2c1=O	-5%	10%	0%	8%	-6%	0%	7%
COc1ccc(NC(=O)C2CCC(CNS(=O)(=O)c3ccc(Br)s3)CC2)c(OC)c1 (centres undefined)	4%	1%	-1%	-2%	-1%	-14%	-6%
CCOCN(C(=O)Cn1cnc2cc(C)c(C)cc21)c1c(C)cccc1CC	6%	-2%	-3%	-5%	-9%	2%	23%
CCCCOc1cccc(C(=O)N2CCN(CCc3ccncc3)CC2)c1	u	-9%	-4%	3%	-5%	12%	-7%
Fc1ccc(N2CCN(c3ncnc4c3nc3n4CCCCC3)CC2)cc1	3%	0%	1%	-9%	0%	4%	-5%
CC1CCCCN1CCCNC(=O)c1cc(Sc2ccc(Cl)cc2)nc2ccccc12 (centres undefined)	-15%	-7%	3%	11%	-1%	-2%	-1%
COC(=O)c1ccc2c(c1)N(CC(=O)Nc1ccc(OC)c(Cl)c1)C(=O)c1ccccc1S2	4%	0%	-1%	3%	-1%	-7%	11%
COc1ccc(C2C=C(c3ccccc3)Nc3nc(NC(=O)/C=C/c4ccc(F)cc4)nn32)cc1 (centres undefined)	13%	3%	-2%	-7%	0%	4%	4%
COc1ccccc1N1CCN(CCC(=O)Nc2cccc(F)c2)CC1	1%	0%	1%	-20%	0%	8%	-6%
O=C(CSc1nc2c([nH]c3ccccc32)c(=O)n1-c1ccc(Cl)cc1)NCc1ccccc1	2%	-8%	-1%	-17%	-3%	-3%	-5%
COc1cccc(Nc2nc3c(S(=O)(=O)c4cc(C)ccc4C)nnn3c3ccsc23)c1	20%	0%	1%	-21%	-2%	2%	-11%
CCOC(=O)c1scc(-c2ccccc2)c1S(=O)(=O)Nc1cc(Cl)c(OC)cc1OC	-10%	-1%	0%	1%	-2%	-21%	-9%
CCOc1ccc(NC(=O)CN2CCN(S(=O)(=O)c3ccc(OC)cc3)CC2)cc1	-22%	-1%	0%	-7%	-1%	4%	-11%
COc1ccccc1CCNC(=O)C(=O)NCC(c1cccs1)S(=O)(=O)c1ccc(C)cc1 (centres undefined)	6%	0%	-1%	7%	0%	-10%	5%
CCN(Cc1ccccc1)C(=O)Cn1c(=O)n(-c2ccc(C)c(C)c2)c(=O)c2c(C)c(C)sc21	-5%	-4%	-1%	1%	-8%	-14%	19%
CCc1cccc(-n2c(=O)c3cccnc3n2CC(=O)Nc2ccc(F)c(C)c2)c1	8%	0%	-1%	-2%	1%	-5%	-9%
CCN(c1ccccc1)S(=O)(=O)c1cc(Br)cc2c1N(C(=O)C1CC1)CC2	1%	-4%	1%	14%	-1%	-15%	5%
Cc1nc2nc(NC(=O)c3ccc(Cl)cc3)[nH]n2c(=O)c1Cc1ccccc1	5%	6%	-1%	16%	-3%	14%	-8%
O=C(c1cc2c(=O)oc3ccccc3c2s1)N1CCN(c2cccc(Cl)c2)CC1	5%	2%	1%	-2%	0%	0%	6%
CCOC(=O)c1ccc(CN(Cc2ccc(F)cc2)S(=O)(=O)c2cc(C(=O)Nc3cccc(C(F)(F)F)c3)ccc2F)cc1	6%	-2%	0%	13%	-1%	-1%	-6%

Compound profiles (already shown). Order of values: NTMT1 inh, GALK inhibitor, B2AR arrestin ag, p53null 39C tox, TSG101-PTAP inh, FH mod, p53null 32C tox
Record of CCOCN(C(=O)Cn1cnc2cc(C)c(C)cc21)c1c(C)cccc1CC → 6%, -2%, -3%, -5%, -9%, 2%, 23%
Record of COc1ccccc1N1CCN(CCC(=O)Nc2cccc(F)c2)CC1 → 1%, 0%, 1%, -20%, 0%, 8%, -6%
Record of COc1cccc(Nc2nc3c(S(=O)(=O)c4cc(C)ccc4C)nnn3c3ccsc23)c1 → 20%, 0%, 1%, -21%, -2%, 2%, -11%
Record of CCc1cccc(-n2c(=O)c3cccnc3n2CC(=O)Nc2ccc(F)c(C)c2)c1 → 8%, 0%, -1%, -2%, 1%, -5%, -9%

Other records follow.
SMILES	NTMT1 inh	GALK inhibitor	B2AR arrestin ag	p53null 39C tox	TSG101-PTAP inh	FH mod	p53null 32C tox
CC(C)Nc1nc2c(S(=O)(=O)c3cccc(Cl)c3)nnn2c2ccsc12	7%	-6%	-1%	5%	1%	-14%	-3%
O=C(Nc1cccc(F)c1)C1CCN(c2nc3ccccc3[nH]2)CC1	-2%	-4%	0%	-28%	3%	-6%	7%
CC1CCC(N2CC(=O)N(CCC3=CCCCC3)C(c3ccc(F)cc3)C2=O)CC1 (centres undefined)	x	-4%	-2%	10%	-10%	x	-2%
COc1ccc(-n2nc(C(=O)NCCCOC(C)C)c3c4ccccc4n(C)c3c2=O)cc1	7%	8%	1%	-10%	-7%	0%	8%
Cc1ccc(SCC(=O)Nc2ccc(O)c(-c3nc4cc(C)ccc4o3)c2)cc1	14%	1%	-5%	-11%	0%	9%	-16%
COc1cc(CNC(=O)c2ccc3nc(Cc4ccccc4)oc3c2)cc(OC)c1OC	6%	4%	0%	-8%	-8%	u	23%
Cc1ccc(CCNC(=O)C2CCN(c3nnc(C)c4c(C)n(-c5ccccc5)nc34)CC2)cc1	-4%	2%	1%	30%	3%	-1%	6%
CCCCOc1ccc(C(=O)Nc2sc3c(c2C(=O)OCC)CCCCC3)cc1	18%	0%	-2%	-5%	0%	0%	-1%
Cc1ccc(NC(=O)c2cccc(N3CCCS3(=O)=O)c2)cc1C	-5%	-1%	0%	u	-2%	-42%	-19%
CCCc1cc(=O)[nH]c(Nc2ccccc2O)n1	x	1%	1%	-6%	2%	x	-2%
COc1cc(NC(=O)Cn2c(=O)n(Cc3ccccc3OC)c(=O)c3cccnc32)cc(OC)c1	10%	2%	0%	6%	1%	u	-2%
Cc1ccc(NC(=O)CSC2=Nc3ccccc3C3=NC(Cc4ccccc4)C(=O)N23)cc1C (centres undefined)	7%	-2%	0%	7%	-2%	-30%	14%
Cc1oc(-c2cccc(Cl)c2)nc1CSCC(=O)NCc1ccccc1Cl	1%	8%	1%	-3%	4%	u	-9%
O=C(CSc1nnc(-c2ccc(Br)cc2)n1-c1ccccc1)c1ccccc1	1%	-1%	-2%	11%	3%	-23%	-10%
Cc1ccc(Cn2cc(S(=O)(=O)c3cccc(Cl)c3)c(=O)c3cc(F)c(N4CCOCC4)cc32)cc1	6%	-2%	0%	-23%	-2%	-21%	-4%
CCc1ccc(NC(=O)c2cc(S(=O)(=O)NC3CCCC3)ccc2F)cc1	-8%	1%	1%	15%	3%	-21%	41%[activator]
CCN(C(=O)c1cn(CC(C)C)c(=O)c2cc(OC)c(OC)cc12)c1cc(OC)ccc1OC	u	0%	0%	7%	1%	-11%	5%
COc1ccc(CNC(=O)c2cnn3c(C)c(Cc4ccc(F)cc4)c(C)nc23)cc1	u	-1%	0%	12%	-2%	u	2%
CCOc1ccc(C2c3c(oc4ccc(C)cc4c3=O)C(=O)N2Cc2ccc3c(c2)OCO3)cc1OC (centres undefined)	1%	1%	0%	-17%	0%	-25%	6%
CCc1ccc(Oc2nc3c(C)cccn3c(=O)c2/C=C(\C#N)c2nc3ccccc3s2)cc1	23%	6%	1%	-28%	-11%	u	-2%
COc1ccc(-c2nn(-c3ccc(F)cc3)c3c2cnc2ccc(F)cc23)cc1OC	0%	0%	1%	-12%	-2%	3%	3%
COc1ccc(CCNC(=O)CCCn2c(SCC(N)=O)nc3cc4c(cc3c2=O)OCO4)cc1OC	-6%	-1%	-3%	-3%	2%	-28%	-1%
COc1ccc(N(C)C(=O)NCc2noc3ccc(C)cc23)c(OC)c1	0%	3%	2%	-7%	0%	-39%	-8%
O=C(c1nc(-c2ccc(Cl)cc2)n2c1CCCCC2)N1CCN(c2ccc(F)cc2)CC1	5%	5%	-1%	-14%	-6%	-2%	17%
CC(C)(C)OC(=O)N1CCC(c2c(C(=O)N3CCN(c4ccccn4)CC3)cnn2-c2ccc(F)cc2)CC1	5%	-4%	-1%	-11%	0%	12%	-2%

Continuation:
SMILES	NTMT1 inh	GALK inhibitor	B2AR arrestin ag	p53null 39C tox	TSG101-PTAP inh	FH mod	p53null 32C tox
COC(=O)c1ccc(NC(=O)CSc2nc(=O)[nH]c3c2CCCC3)cc1	-6%	1%	-1%	7%	2%	16%	1%
O=C(Nc1ccc(NC(=O)c2ccc(Br)cc2)c(Cl)c1)c1ccc(Br)cc1	-3%	0%	0%	-5%	-4%	0%	1%
CCOc1ccc(CNC(=O)Cn2nc(C)c3nn(-c4ccc(Cl)cc4)c(C)c3c2=O)cc1	10%	-1%	0%	9%	-3%	-19%	-1%
CCc1ccc(OCC(=O)NCC(c2ccc(OC)cc2)N2CCOCC2)cc1 (centres undefined)	5%	0%	-3%	-16%	0%	1%	-9%
CCCN1CCc2nc(SCC(=O)Nc3ccc(C)c(Cl)c3)[nH]c(=O)c2C1	-6%	2%	0%	4%	0%	u	3%
O=C(c1ccccc1)N1CCc2cc(CNS(=O)(=O)c3ccc(Cl)s3)ccc21	14%	5%	-1%	-16%	5%	0%	-11%
CC(C)(C)OC(=O)N1CCC(c2c(C(=O)NCc3ccccn3)cnn2-c2ccccc2Cl)CC1	11%	0%	-1%	2%	-2%	-24%	2%
Cc1ccc(NC(=O)C2CCCN(c3cnccn3)C2)c(C)c1 (centres undefined)	0%	-4%	-2%	-13%	0%	4%	-5%
CCCc1cc(=O)[nH]c2nnc(SCC(=O)Nc3cccc(C)c3)n12	-5%	-1%	-2%	10%	-3%	-29%	2%
Cc1ccc(CNC(=O)CSc2nc3ccsc3c(=O)n2-c2ccc(Br)cc2)cc1	-4%	-1%	-3%	5%	2%	4%	7%
O=C(CCSCCc1ccccn1)Nc1cc(F)ccc1F	-28%	3%	-2%	10%	-3%	1%	-15%
Cc1ccc(OCc2cc(=O)n3c(-c4ccccc4)csc3n2)cc1	-23%	-2%	0%	0%	-6%	1%	4%
O=C(NCc1cccc(Cl)c1)c1ccc2nc(N3CCCCC3)sc2c1	-3%	-3%	0%	-8%	-9%	u	3%
